Pol iota inh = blocks human DNA polymerase iota activity. AID 588590. Q9UNA4. 1% of 390,000 active. Pol iota fluorescent replication assay, 10 min. Potency, µM (series often up to 115 µM), without a hit: at the top dose activity, negative = inhibition, usual class: inhibitors; further: potency means the concentration at half of the fitted maximal effect
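Pol iota at 10 nM preincubated 15 min with compounds at room temperature; reaction started with fluorescent substrate, 50 nM final. Fluorescence read kinetically at 0 and 10 min; buffer-only wells as negative control.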
TRHR agonist = activates the human TRH receptor; TRHR cells, calcium flux fluo-8, FDSS agonist mode; activation, % at 2 µM; 0.18% of 360,000 active; in the data active means activation above about 30%; further: 0% is about no effect
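In this calcium-flux screen, cells bearing human TRHR are dye-loaded with fluo-8, baselined for 10 cycles, then exposed to library compounds; positive kinetic calcium responses during the agonist phase mark hits, with TRH as control.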
12-LOX inh = inhibitors of human 12S-lipoxygenase ALOX12. purified 12hLO, xylenol orange hydroperoxide absorbance. Potency, µM (top dose mostly 108 µM), inactives show at the highest dose activity change, negative = inhibition, usual class: inhibitors. 1.1% of 580,000 active. AID 1671190; further: potency means the concentration at half of the fitted maximal effect; on the % scale 0 is the no-effect control and ±100 the full control effect
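Purified human 12hLO at 150 nM in 25 mM Hepes, 0.01% Triton X-100, pH 7.0, preincubated 15 min at room temperature with compound. Reaction started with 40 uM arachidonic acid, 30 min at room temperature. Hydroperoxide measured by Fe-xylenol orange, 573/405 nm absorbance ratio.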
Anesthetic bind = candidate novel general anesthetic via apoferritin binding | apoferritin/1-aminoanthracene competitive binding, fluorescence | Potency, µM (titrated, usually from 77.5 µM), for inactives: at the top dose activity change, negative = displacement, actives largely listed as inhibitors | AID 485281 | 0.074% of 350,000 active | P02791; further: potency means the concentration at half of the fitted maximal effect; on the % scale 0 is the no-effect control and ±100 the full control effect; nearly all actives have a fitted effect of over 20% in size
Target sequence (P02791 2-175 limits assumed): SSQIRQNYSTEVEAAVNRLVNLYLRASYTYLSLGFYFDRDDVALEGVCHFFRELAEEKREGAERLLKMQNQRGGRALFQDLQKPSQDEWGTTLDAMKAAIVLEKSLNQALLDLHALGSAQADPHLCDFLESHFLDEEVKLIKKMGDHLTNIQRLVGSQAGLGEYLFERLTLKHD
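Probe: 1-aminoanthracene (50% saturated, PBS). Protein: horse-spleen apoferritin, 10 uM. Incubation: 10 min, room temperature. Detection: 380 nm excitation, 535 nm emission. Analysis: normalized response, four-parameter Hill.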
POLK inh = blocks human DNA polymerase kappa activity. purified Pol kappa, fluorescent DNA synthesis assay, 10 min. Potency, µM (doses to about 107 µM), inactives show at the top dose activity, negative = inhibition, actives largely listed as inhibitors. 0.53% of 400,000 active; further: potency means the concentration at half of the fitted maximal effect; on the % scale 0 is the no-effect control and ±100 the full control effect
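Readout: fluorescence, taken kinetically at 0 and 10 min. Conditions: 10 nM Pol kappa, 15 min RT compound preincubation, 50 nM substrate final. Controls: enzyme-free buffer wells.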
ERG Ets-DNA blk = inhibitors of human ERG Ets domain-DNA interaction; 0.028% of 370,000 active; P11308; fluorescence polarization, His-ERG Ets domain / labelled DNA; Potency, µM (top dose mostly 76.9 µM), for inactives: at the top dose FP activity, negative = inhibition, usual class: inhibitors; active means well fitted inhibition curve with a large enough effect in the polarisation, with a control signal flat; inconclusive means small, poorly fitted or top-dose-only effect, or effect the other way, or a change in a side signal; inactive means no such curve, though single readings can be large or run the other way; the % refers to the polarisation;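 further: polarization taken with two DNA probes labelled with fluorescein and Texas red; potency means the concentration at half of the fitted maximal effect; % of control where 0% means no effect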
Target sequence (P11308 whole entry, looked up, the tested form may be a part): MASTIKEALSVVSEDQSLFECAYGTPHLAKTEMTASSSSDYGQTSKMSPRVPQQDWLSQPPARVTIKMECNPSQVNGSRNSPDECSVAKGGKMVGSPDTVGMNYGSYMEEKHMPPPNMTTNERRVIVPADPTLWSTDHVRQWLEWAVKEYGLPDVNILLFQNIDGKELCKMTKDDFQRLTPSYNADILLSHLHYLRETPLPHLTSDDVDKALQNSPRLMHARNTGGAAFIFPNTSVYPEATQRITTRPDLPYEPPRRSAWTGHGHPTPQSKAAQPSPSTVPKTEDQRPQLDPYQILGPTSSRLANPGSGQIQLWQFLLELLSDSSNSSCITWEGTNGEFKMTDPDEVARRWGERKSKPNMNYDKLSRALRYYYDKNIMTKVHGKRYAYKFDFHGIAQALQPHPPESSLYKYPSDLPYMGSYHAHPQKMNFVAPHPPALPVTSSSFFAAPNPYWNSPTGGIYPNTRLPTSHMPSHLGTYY
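His-tagged ERG Ets domain (1 uM in the protein solution; 300mM KCl, 50mM Tris-HCl, 1mM EDTA, 1mM DTT, pH 7.5) received compound, then a probe mix of 5 nM fluorescein-DNA and 100nM Texas-615-DNA. Fluorescence polarization was read for both dyes.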
BLM helicase inh = blocks DNA unwinding by human BLM helicase | 0.2% of 350,000 active | recombinant BLM DNA unwinding, fluorescence dequenching | P54132 | Potency, µM (top dose mostly 56.1 µM), inactives show at the top dose activity change, negative = inhibition, most hits filed as inhibitors | AID 2528;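 further: potency means the concentration at half of the fitted maximal effect; plate controls were vehicle for no effect and no enzyme for full effect; nearly all actives have a fitted effect of over 35% in size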
POLB inh = blocks human DNA polymerase beta activity. P06746. Pol beta primer extension/strand displacement, fluorescence kinetic. Potency, µM (doses to about 114 µM), for inactives: at the top dose activity change, negative = inhibition, most hits filed as inhibitors. 1.3% of 340,000 active; further: potency means the concentration at half of the fitted maximal effect; on the % scale 0 is the no-effect control and ±100 the full control effect
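Values derive from four-parameter Hill fits of normalized kinetic data: reads at 0 and 10 min following addition of 50 nM substrate to 10 nM Pol beta preincubated 15 min with compound.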
APE1 inh = APE1 (human) endonuclease inhibition; Potency, µM (highest dose often 65.8 µM), without a hit: at the highest dose activity change, negative = inhibition, hits mostly inhibitors; 0.35% of 350,000 active; P27695; recombinant APE1, TAMRA/BHQ-2 abasic DNA cleavage fluorescence;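 further: potency means the concentration at half of the fitted maximal effect; plate controls were vehicle for no effect and reference inhibitor for full effect; nearly all actives have a fitted effect of over 55% in size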
Target sequence (P27695 whole entry, looked up): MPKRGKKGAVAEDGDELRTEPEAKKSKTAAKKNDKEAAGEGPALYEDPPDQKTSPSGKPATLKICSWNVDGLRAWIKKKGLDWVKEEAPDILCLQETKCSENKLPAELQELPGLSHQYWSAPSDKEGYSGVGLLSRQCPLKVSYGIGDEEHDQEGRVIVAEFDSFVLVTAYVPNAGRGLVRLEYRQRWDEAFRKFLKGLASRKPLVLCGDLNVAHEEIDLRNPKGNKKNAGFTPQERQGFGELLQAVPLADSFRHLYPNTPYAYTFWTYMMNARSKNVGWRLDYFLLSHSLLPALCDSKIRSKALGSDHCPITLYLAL
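APE1 at 0.75 nM preincubated 15 min at room temperature with compound. Reaction then started with 50 nM double-stranded THF-abasic substrate labelled with TAMRA/BHQ-2, and 525/598 nm fluorescence read kinetically. Activity taken as third-minus-first read difference, normalized to DMSO and NSC13755 controls.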
* hit, by the source's call; ? = inconclusive; . = no result given; & = joins results of further samples; [ ] = remark or other dose. Unless noted, the call rests on the fitted dose curve; in most records, active means well fitted curve in the direction sought with a large enough effect; inconclusive means small, poorly fitted or top-dose-only effect, or another doubt; inactive means no such curve, though single readings can be large; an effect the other way counts as inactive or inconclusive. Some of the compounds tested; count on the stated rates, not on these rows.

SMILES	Pol iota inh	TRHR agonist	12-LOX inh	Anesthetic bind	POLK inh	ERG Ets-DNA blk	BLM helicase inh	POLB inh	APE1 inh
CCOc1ccc(OCC)c(NC(=O)CN(c2ccc(C)cc2)S(=O)(=O)c2c(C)n[nH]c2C)c1	10%	-0.5	-4%	-11%	-1%	0%	-16%	7%	.
CN1CCC(N(C)C(=O)/C=C/c2cn(-c3ccccc3)nc2-c2cccs2)CC1	49%[activator]	2.1	37%[activator]	-1%	-8%	-11%	6%	2%	6%
COc1ccc2oc(=O)c(-c3csc(/C(C#N)=C/c4ccc(F)cc4)n3)cc2c1	2%	1.0	0%	-5%	10%	-2%	-8%	12%	.
COc1ccc(C(=O)NC(=S)NCc2cccnc2)cc1Br	16%	-1.2	-22%	?	5%	7%	-3%	37%	-6%
CCOc1ccc(CN2CCN(CC3=Cc4cccc(OC)c4OC3)CC2CCO)cc1 (configuration not stated)	20%	0.7	2%	-13%	-12%[60.1 µM]	-4%	-2%	2%	22%
COc1ccc(-c2cc(C)no2)cc1S(=O)(=O)Nc1cccc(CN2CCCC2)c1	-21%	0.4	33%[activator]	-14%	-15%	6%	-15%	27%	-4%
CC(=O)NC12CC3CC(C1)CC(C(=O)N1CCN(S(=O)(=O)c4cccc(F)c4)CC1)(C3)C2	19%	-0.2	0%	-8%	-12%	-7%	-1%	49%	27%
CC(C)(C)S(=O)(=O)c1cnc(-c2ccccn2)nc1N	46%[activator]	0.9	5%	5%	3%	-4%	0%	56%	22%
CCOC(=O)N1CCN(CC(=O)N2c3ccccc3CC2C)CC1 (configuration not stated)	11%	-0.3	?	-10%	-12%	-6%	4%	0%	-1%
N/C(=N\OC(=O)CCC1CCCC1)c1cccnc1	29%	0.2	-21%	-6%	-5%	8%	5%	0%	2%
O=C(c1ccco1)N1CCN(C(=O)c2ccc(COc3ccc4c(c3)CCC4)o2)CC1	?	-0.5	8%	-19%	-5%	-5%	-11%	89µM*	11%
O=C(CSc1nccn1C1CCCC1)Nc1cc(C(F)(F)F)ccc1Cl	23%	-0.1	-18%	-8%	-5%[60.1 µM]	1%	-7%	6%	.
COc1ccc2cc(CCNC(=O)c3cccs3)c(=O)[nH]c2c1	2%	0.2	12%	-1%	-6%	-1%	1%	-14%	-3%
O=C(c1cc(-c2cccnc2)nc2ccccc12)N1CCN(S(=O)(=O)c2ccc(Cl)s2)CC1	-12%	.	11%	.	-14%	17%	.	.	.
Nc1nc(COc2ccc(F)cc2)nc(N2CCCCC2)n1	45%[activator]	0.4	-2%	-9%	-18%	1%	-3%	29%	-5%
CC(=O)Nc1ccc(N2CCOCC2)c([N+](=O)[O-])c1	8%	-0.2	-4%	-10%	7%	-3%	-1%	0%	-3%
CC(=O)Nc1ccc(S(=O)(=O)N2N=NC3C2C2CC4C3(CN(C(=O)OC(C)(C)C)S4(=O)=O)O2)cc1 (configuration not stated)	-4%	.	.	1%	-2%	.	1%	.	-7%
Cc1cc(C)c(Cc2c(C)nc3c(C(=O)NCc4ccco4)cnn3c2C)c(C)c1	6%	-1.4	?	-19%	0%	8%	-12%	-17%	-3%
COc1ccc(S(=O)(=O)N(CC(=O)NCC2CCCO2)Cc2ccccc2)cc1 (configuration not stated)	181%[activator]	-0.3	-15%	-5%	-10%	1%	0%	33%	16%
Cc1cc(Cl)nc(Cl)c1C(=O)NCc1ccc(Cl)cc1	19%	-0.5	37%[activator]	-2%	15%	5%	-4%	-2%	30%
COc1ccc(NS(=O)(=O)c2cc(NC(=O)CC3CCCC3)ccc2N2CCOCC2)cc1	34%[activator]	0.8	-3%	-11%	-6%	-18%	-8%	-1%	-3%
Cc1ccc(S(=O)c2ccc(NC(=O)C3CC3)cc2C#N)cc1 (configuration not stated)	-2%	1.3	-9%	-18%	-2%	-1%	-2%	24%	-10%
Cc1ccc(C)c(NC(=O)C(Sc2nc3ccc(C)cc3[nH]2)c2ccccc2)c1 (configuration not stated)	-1%	0.1	9%	-1%	6%	10%	-3%	-1%	?
CCN1CCN(c2cc(C)c3cc(NC(=O)Cc4ccc(OC)c(OC)c4)ccc3n2)CC1	21%	-0.5	12%[57.4 µM]	0%	-4%	11%	-11%	8%	0%
NC1=NC(=O)/C(=C\C=C\c2ccccc2)S1	-3%	0.0	-41%	-11%	-12%	7%	-2%	3%	1%

Entries of single compounds from above. Screens in order: Pol iota inh, TRHR agonist, 12-LOX inh, Anesthetic bind, POLK inh, ERG Ets-DNA blk, BLM helicase inh, POLB inh, APE1 inh
`CC(=O)Nc1ccc(N2CCOCC2)c([N+](=O)[O-])c1` across the screens: 8%, -0.2, -4%, -10%, 7%, -3%, -1%, 0%, -3%
`COc1ccc(-c2cc(C)no2)cc1S(=O)(=O)Nc1cccc(CN2CCCC2)c1` across the screens: -21%, 0.4, 33%[activator], -14%, -15%, 6%, -15%, 27%, -4%

(list continues)
SMILES	Pol iota inh	TRHR agonist	12-LOX inh	Anesthetic bind	POLK inh	ERG Ets-DNA blk	BLM helicase inh	POLB inh	APE1 inh
CCOP(=O)(OCC)C(NC(=O)c1cc([N+](=O)[O-])cc([N+](=O)[O-])c1)C(F)(F)F (configuration not stated)	16%	1.0	-11%	-8%	-14%	-3%	-3%	-22%	-4%
CCC1(CC)NC(=O)N(CC(=O)OC(C)C(=O)Nc2ccc(Cl)cn2)C1=O (configuration not stated)	11%	-0.2	-28%	.	-6%	4%	.	.	6%
Cc1c(Cl)cccc1-n1ncc(C(=O)NCc2cccs2)c1C1CCN(C(=O)OC(C)(C)C)CC1	0%	0.8	-2%	-14%	-6%	7%	-9%	20%	.
Cc1cccc2c1-c1sc(C(=O)NCCCN3CCC(C)CC3)cc1CO2	8%	1.4	-28%	180%[activator]	-16%	-3%	1%	0%	-13%
O=C(C1CCC1)N1CCc2cc(S(=O)(=O)NCc3cccnc3)ccc21	12%	-0.8	17%	-9%	-4%	-1%	0%	33%	0%
Cc1cccc(N(C)S(=O)(=O)c2nnc(NC(=O)C(C)(C)C)s2)c1	-7%	0.1	-19%	46%[activator]	-2%	2%	-4%	-1%	.
O=C1N(Cc2ccccc2)c2ccc(Cl)cc2C12OCCO2	53%[activator]	-0.1	-13%	-11%	-7%	1%	-2%	12%	2%
CC1=NNC(=O)C1CC(=O)N/N=C/c1ccc(C)o1 (configuration not stated)	-14%[58.9 µM]	0.4	29%	3%	-2%	-4%	-1%	-4%	-3%
CC1CCCCC1NC(=O)Cn1c(=O)cnc2ccccc21 (configuration not stated)	24%	.	22%	.	-6%	10%	.	.	12%
CCCc1nn(C)c2c(=O)[nH]c(-c3cc(S(=O)(=O)Nc4ccc(NC(C)=O)cc4)ccc3OCC)nc12	-4%	0.1	-8%	0%	-2%	8%	-8%	0%	-7%
CSc1ccc(Cl)c(C(=O)Nc2ccc(OCC(N)=O)cc2)c1	6%[58.9 µM]	-0.7	7%	-7%	-15%	-6%	-2%	-3%	1%
COc1ccccc1/C=C/C(=O)N1CCCC1	20%	0.2	-11%	-4%	-2%	-2%	-2%	30%	-2%
CCNc1ncc2nc(-c3ccc(OC)cc3)c(=O)n(C[C@H]3CCCO3)c2n1	.	.	0%	.	1%[60.1 µM]	.	1%	.	6%
Cc1[nH]n(-c2ccccc2)c(=O)c1C=Nc1cccc(F)c1	-15%	-0.9	3%	-10%	-15%	-4%	-1%	-2%	5%
COc1ccc(S(=O)(=O)N2CCN(C(=O)c3ccco3)CC2)cc1OC	3%	-0.5	2%	-6%	-13%	-1%	-3%	3%	-8%
Nc1cc2c(cc1O)CCCC2	60%[activator]	-0.7	?	-2%	-12%	0%	-5%	-13%	-4%
COc1ccc(C/C(C)=N/NC(=O)c2ccc(C)cc2C)cc1	22%	0.0	-1%	-6%	-5%	4%	-2%	-1%	-1%
CCCc1cc(=O)n2nc(N3CCC(C(=O)NCc4ccco4)CC3)sc2n1	-19%	0.5	2%	-4%	11%	-5%	0%	14%	40%
Cc1ccc(C)c2[nH]c(=O)c(CCNC(=O)c3ccc(S(=O)(=O)N4CCOCC4)cc3)cc12	7%	-1.1	?	?	1%	101%[activator]	0%	?	36%[activator]
CC1(c2ccccc2)NC(=O)N(CC(=O)N2CCN(S(=O)(=O)c3cccc([N+](=O)[O-])c3)CC2)C1=O (configuration not stated)	24%	-0.1	?	.	-4%	-4%	.	.	-13%
Cc1ccsc1/C=C(\CC(=O)O)c1nc2ccccc2o1	7%	0.4	-9%	-11%	-16%	-5%	-3%	20%	23%
CCOC(=O)c1oc2cccc(OC(C)=O)c2c1C	13%	1.8	0%	-16%	-11%	-14%	-3%	3%	-1%
COc1ccccc1N1CCN(S(C)(=O)=O)CC1	2%	1.1	-7%[57.4 µM]	-21%	-4%	.	-1%	-21%	2%
OCCC1CN(Cc2cccn2-c2nccs2)CCN1Cc1ccc(F)c(F)c1 (configuration not stated)	16%	2.3	2%&-6%	-6%	-15%	0%	-2%	-21%	2%
O=C(COC(=O)/C=C/c1cccc(Cl)c1)NCCc1ccccc1	18%	0.9	-20%	-15%	-19%	1%	-3%	-23%	5%
CCCOc1ccc(OC(=O)Cc2ccc(OC)c(S(=O)(=O)N3CCOCC3)c2)cc1	7%	0.5	-2%	.	-12%	-16%	.	.	-6%
O=C(CSc1nnc(NC(=O)C2CC(=O)N(c3ccccc3)C2)s1)NC1CCCC1 (configuration not stated)	5%	0.2	-3%	-5%	-1%	-3%	-17%	33%	2%

Individual results from the entries so far:
COc1ccccc1N1CCN(S(C)(=O)=O)CC1 in POLB inh shows -21%
Cc1c(Cl)cccc1-n1ncc(C(=O)NCc2cccs2)c1C1CCN(C(=O)OC(C)(C)C)CC1 in ERG Ets-DNA blk shows 7%
Cc1ccsc1/C=C(\CC(=O)O)c1nc2ccccc2o1 in ERG Ets-DNA blk shows -5%
Cc1cccc2c1-c1sc(C(=O)NCCCN3CCC(C)CC3)cc1CO2 in TRHR agonist shows 1.4
